From PubChem BioAssay
M18AAP inhibitor = PfM18AAP inhibitors, malaria aminopeptidase, primary screen, biochemical, QFRET, recombinant enzyme | 290,000 tested, 1.2% active | H-Glu-NHMec fluorogenic cleavage | AID 1822, 2009 | M18 aspartyl aminopeptidase (Plasmodium falciparum 3D7) | inhibition, % at 7.35 µM;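 active means inhibition above the campaign mean inhibition over all tested compounds plus 3 SD, cut at about 28% in these data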;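 further: 0% = plate median of test compound wells and 100% = 2 mM ZnCl2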
FID counter = compounds displacing fluorescent DNA intercalator, primary screen, artefact control for HCV NS3 helicase inhibitor project, biochemical, FID fluorescence; AID 1845, 2009; 290,000 tested, 0.17% active; inhibition, % at 7.9 µM; DNA fluorescent intercalator displacement; in the data active means inhibition above about 37%;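 further: 0% = vehicle and 100% = reference compound; higher means more ethidium bromide displaced from hairpin DNA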
HCV NS3 hel inh = inhibitors of HCV NS3 helicase, primary screen, biochemical, Cy5 molecular beacon fluorescence. inhibition, % at 10.9 µM. AID 1800, 2009. 290,000 tested, 0.56% active. Hepatitis C virus NS3 helicase. NS3 helicase DNA unwinding;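 active means inhibition above the mean of all tested compounds plus 3 SD, set per campaign, cut at about 35% in these data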;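 further: 0% = DMSO wells and 100% = thioflavine S control wells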
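Test system: hepatitis C virus NS3 helicase domain fragment enzyme. Also added: annealed dual-labelled DNA beacon duplex, ATP-started. Timing: 60 min unwinding reaction at 25 °C after ATP addition. Technique: Cy5 fluorescence. Measure: % inhibition of unwinding.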
VIM-2 inh = VIM-2 metallo-beta-lactamase inhibitors, primary screen, biochemical, epi-absorbance readout, Pseudomonas aeruginosa enzyme | purified VIM-2, nitrocefin hydrolysis, epi-absorbance fluorescence | inhibition, % at 5.6 µM | 290,000 tested, 0.89% active | AID 1527, 2009;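 active means inhibition above the mean of all tested compounds plus 3 SD, cutoff set per screening run, cut at about 7.5% in these data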;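 further: red hydrolysis product quenches plate fluorescence so inhibitors raise well fluorescence; 0% = enzyme with DMSO and 100% = DMSO without enzyme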
NALP1 yeast inh = NALP1 inflammasome inhibitors in reconstituted yeast, colorimetric, S. cerevisiae, triplicate retest; S. cerevisiae NALP1/ASC/caspase-1 growth, X-gal OD620, 72 h; inhibition, % at 10 µM; 280,000 tested, 0.61% active; in the data active means inhibition mostly above about 24%, no sharp cut-off; inactive means mostly below about 32%; further: some compounds called inactive have numbers as strong as hits
MEKK2mut PB1 HTS = MEK5 binding signal on mutant MEKK2 PB1, primary screen, biochemical, multiplex bead flow cytometry, Alexa488-MEK5. percent response, % at 10 µM. AID 1530, 2009. Alexa488-MEK5 binding to MEKK2 mutant. 290,000 tested, 0.35% active; in the data active means percent response above about 24%, passing the limit was not always enough; further: inactives centre near 1; some results filed as inactive read as strong as hits; reference of the scale not given here
UBC9 SUMO inh = inhibitors of in vitro SUMOylation cascade, primary screen, biochemical, HTRF, uHTS; inhibition, % at 35 µM; HTRF SUMOylation assay, SAE1/SAE2 + UBC9; 290,000 tested, 0.36% active; SUMO-conjugating enzyme UBC9 (Homo sapiens), P63279; in the data active means inhibition above about 50%, passing the limit was not always enough; further: strong numbers were not always called active
Target sequence (P63279 whole entry, looked up): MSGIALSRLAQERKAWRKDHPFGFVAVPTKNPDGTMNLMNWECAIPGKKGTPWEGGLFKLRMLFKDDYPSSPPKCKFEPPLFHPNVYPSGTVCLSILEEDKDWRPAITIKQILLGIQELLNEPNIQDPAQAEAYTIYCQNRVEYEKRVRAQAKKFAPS
MEKK2wt PB1 HTS = modulators of MEK5 binding to wildtype MEKK2, primary screen, biochemical, multiplex bead flow cytometry, Alexa488-MEK5. Mitogen-activated protein kinase kinase kinase 2 (Homo sapiens), Q9Y2U5. Alexa488-MEK5 binding to MEKK2 WT; actives lie on both sides. binding response (% of control), % at 10 µM. 290,000 tested, 1.1% active; in the data active means binding response below about 67% or above about 130%
IMP-1 inhibitor = IMP-1 metallo-beta-lactamase inhibitors, primary screen, biochemical, epi-absorbance readout, Pseudomonas aeruginosa enzyme; metallo-beta-lactamase IMP-1 (Pseudomonas aeruginosa); purified IMP-1, nitrocefin hydrolysis, epi-absorbance fluorescence; inhibition, % at 5.6 µM; 290,000 tested, 0.45% active; AID 1556, 2009;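 active means inhibition above the mean plus 3 SD of all compounds in the same screening run, cut at about 4.5% in these data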;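 further: 0% = IMP-1 with DMSO and 100% = DMSO wells lacking enzyme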
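System: purified recombinant IMP-1 beta-lactamase. Medium: Zinc- and detergent-supplemented HEPES buffer, pH 7.1. Compound: one 5.6 µM dose […]. Schedule: 15 min preincubation plus 25 min reaction at 25 °C. Technique: Epi-absorbance fluorescence, 480 nm excitation, 530 nm emission.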
The depositor's hits bear a star.

What do the screens show for `Nn1c(SCCOc2ccc(Cl)cc2)nnc1-c1cccnc1`?
M18AAP inhibitor: -1.2; FID counter: -12.2; HCV NS3 hel inh: 4.8; VIM-2 inh: -2.8; NALP1 yeast inh: -8.8; MEKK2mut PB1 HTS: -3.0; UBC9 SUMO inh: 7.2; MEKK2wt PB1 HTS: 104.0; IMP-1 inhibitor: -2.3

What do the screens show for `Cc1cc(C)nc(SCc2nnc(SCC(=O)Nc3ccccc3C)n2Cc2ccco2)n1`?
M18AAP inhibitor: -49.0; FID counter: -24.9; HCV NS3 hel inh: 2.8; VIM-2 inh: -4.3; NALP1 yeast inh: 9.0; MEKK2mut PB1 HTS: -3.0; UBC9 SUMO inh: -7.8; MEKK2wt PB1 HTS: 99.0; IMP-1 inhibitor: -5.0

How did CCOc1ccccc1NC(=O)Nc1ccc(Cl)cc1 do in these assays?
M18AAP inhibitor: 1.8; FID counter: 2.5; HCV NS3 hel inh: -17.1; VIM-2 inh: -6.0; NALP1 yeast inh: 26.7; MEKK2mut PB1 HTS: 0.0; UBC9 SUMO inh: -4.7; MEKK2wt PB1 HTS: 100.0; IMP-1 inhibitor: -1.6

Results for Brc1cccc2sc(N3CCN(c4ccccc4)CC3)nc12 ?
M18AAP inhibitor: 3.4; FID counter: -6.1; HCV NS3 hel inh: -11.4; VIM-2 inh: -1.7; NALP1 yeast inh: 9.6; MEKK2mut PB1 HTS: 7.0; UBC9 SUMO inh: -7.7; MEKK2wt PB1 HTS: 105.0; IMP-1 inhibitor: -1.6

How did O=C(NCCN1CCOCC1)c1cc(-c2ccccc2Cl)nc2ccccc12 do in these assays?
M18AAP inhibitor: 5.6; FID counter: -2.5; HCV NS3 hel inh: -5.6; VIM-2 inh: -0.2; NALP1 yeast inh: 0.6; MEKK2mut PB1 HTS: 7.0; UBC9 SUMO inh: 3.6; MEKK2wt PB1 HTS: 103.0; IMP-1 inhibitor: 0.2

Results for CC(NC(=O)COc1ccccc1-c1ccccc1)c1ccccc1 (centres undefined) ?
M18AAP inhibitor: -2.7; FID counter: -25.0; HCV NS3 hel inh: -20.8; VIM-2 inh: -1.5; NALP1 yeast inh: 35.2; MEKK2mut PB1 HTS: 9.0; UBC9 SUMO inh: -18.5; MEKK2wt PB1 HTS: 108.0; IMP-1 inhibitor: -3.5

What do the screens show for `CS(=O)(=O)N1CCN(c2ccccc2NC(=O)c2ccc(Cl)cc2)CC1`?
M18AAP inhibitor: 0.3; FID counter: -8.0; HCV NS3 hel inh: 1.3; VIM-2 inh: -0.6; MEKK2mut PB1 HTS: -2.0; UBC9 SUMO inh: -6.3; MEKK2wt PB1 HTS: 97.0; IMP-1 inhibitor: -2.4

Results for CCNCCC(CCC(C)C)c1ccc2c(c1)OCO2 (centres undefined) ?
M18AAP inhibitor: 1.4; FID counter: 15.3; HCV NS3 hel inh: -12.4; VIM-2 inh: -2.9; MEKK2mut PB1 HTS: 7.0; UBC9 SUMO inh: 22.0; MEKK2wt PB1 HTS: 110.0; IMP-1 inhibitor: -1.9

Results for CC1CCCCN1C(=O)CSc1nnc(-c2ccco2)n1CC1CCCO1 (centres undefined) ?
M18AAP inhibitor: -7.2; FID counter: -11.4; HCV NS3 hel inh: -2.9; VIM-2 inh: -1.6; NALP1 yeast inh: 14.2; MEKK2mut PB1 HTS: 7.0; UBC9 SUMO inh: 21.6; MEKK2wt PB1 HTS: 104.0; IMP-1 inhibitor: -0.6

Results for O=C(NCCCc1ccccc1)Nc1cccc(Cl)c1 ?
M18AAP inhibitor: -1.4; FID counter: -1.1; HCV NS3 hel inh: 2.4; VIM-2 inh: -3.5; NALP1 yeast inh: 47.4; MEKK2mut PB1 HTS: -5.0; UBC9 SUMO inh: -13.8; MEKK2wt PB1 HTS: 97.0; IMP-1 inhibitor: -3.9

What do the screens show for `COc1ccccc1C(=O)NCCC(=O)N1CCCC(C(F)(F)F)C1` (centres undefined)?
M18AAP inhibitor: -8.4; FID counter: -14.1; HCV NS3 hel inh: -0.9; VIM-2 inh: 0.3; NALP1 yeast inh: 13.5; MEKK2mut PB1 HTS: 4.0; UBC9 SUMO inh: 4.6; MEKK2wt PB1 HTS: 104.0; IMP-1 inhibitor: -1.7

What do the screens show for `Cc1ccc(-n2nnnc2SC(C(=O)c2c[nH]c3ccccc23)c2ccccc2)cc1` (centres undefined)?
M18AAP inhibitor: 2.0; FID counter: 3.5; HCV NS3 hel inh: 12.1; VIM-2 inh: -2.0; NALP1 yeast inh: 30.8; MEKK2mut PB1 HTS: 11.0; UBC9 SUMO inh: -23.1; MEKK2wt PB1 HTS: 120.0; IMP-1 inhibitor: -2.8

What do the screens show for `CCCC(=O)c1ccc(N2CCN(C(=O)c3ccccc3)CC2)c(F)c1`?
M18AAP inhibitor: -0.9; FID counter: -28.0; HCV NS3 hel inh: -0.3; VIM-2 inh: -1.8; NALP1 yeast inh: 23.7; MEKK2mut PB1 HTS: 16.0; UBC9 SUMO inh: 10.4; MEKK2wt PB1 HTS: 114.0; IMP-1 inhibitor: -1.9

How did CCOC(=O)c1c(C)oc2ccc(O)c(CN(C)C)c12 do in these assays?
M18AAP inhibitor: -6.4; FID counter: 3.0; HCV NS3 hel inh: 2.7; VIM-2 inh: -3.6; NALP1 yeast inh: 1.8; MEKK2mut PB1 HTS: 3.0; UBC9 SUMO inh: 0.8; MEKK2wt PB1 HTS: 101.0; IMP-1 inhibitor: -4.9

Results for COc1cccc(C2C=C(c3cccs3)Nc3ncnn32)c1OC (centres undefined) ?
M18AAP inhibitor: 16.9; FID counter: -5.0; HCV NS3 hel inh: 5.4; VIM-2 inh: -1.8; NALP1 yeast inh: 22.6; MEKK2mut PB1 HTS: 10.0; UBC9 SUMO inh: 29.4; MEKK2wt PB1 HTS: 108.0; IMP-1 inhibitor: -1.9

Results for Cc1nc(NC(=O)CSc2nnc(C3CC3)n2C)sc1C(=O)N(C)C ?
M18AAP inhibitor: 3.0; FID counter: -4.9; HCV NS3 hel inh: 6.0; VIM-2 inh: -2.7; NALP1 yeast inh: -3.0; MEKK2mut PB1 HTS: 5.0; UBC9 SUMO inh: -5.5; MEKK2wt PB1 HTS: 105.0; IMP-1 inhibitor: -1.7

How did COc1ccc(N2CCN(C(=O)c3cccc4nc(C)oc34)CC2)cc1 do in these assays?
M18AAP inhibitor: -5.6; FID counter: -6.8; HCV NS3 hel inh: 15.1; VIM-2 inh: -0.3; NALP1 yeast inh: 19.3; MEKK2mut PB1 HTS: -2.0; UBC9 SUMO inh: -7.3; MEKK2wt PB1 HTS: 96.0; IMP-1 inhibitor: -2.1

How did COc1ccc(C(=O)NC(=S)Nc2ccc3oc(=O)ccc3c2)cc1 do in these assays?
M18AAP inhibitor: -15.4; FID counter: 4.1; HCV NS3 hel inh: 20.1; VIM-2 inh: 0.7; NALP1 yeast inh: 24.8; MEKK2mut PB1 HTS: -7.0; UBC9 SUMO inh: 16.0; MEKK2wt PB1 HTS: 87.0; IMP-1 inhibitor: 0.3

What do the screens show for `Cc1ccc(NS(=O)(=O)c2c(C)[nH]c(C)c2C(=O)N2CCCCC2)c(C)c1`?
M18AAP inhibitor: -18.2; FID counter: -34.7; HCV NS3 hel inh: -2.0; VIM-2 inh: 0.5; NALP1 yeast inh: 16.2; MEKK2mut PB1 HTS: 1.0; UBC9 SUMO inh: 18.6; MEKK2wt PB1 HTS: 106.0; IMP-1 inhibitor: 0.1

What do the screens show for `CCc1nc2ccc(C(=O)NCCc3ccc(OC)c(OC)c3)cc2nc1CC`?
M18AAP inhibitor: 0.1; FID counter: -57.5; HCV NS3 hel inh: 0.4; VIM-2 inh: -0.8; NALP1 yeast inh: 10.5; MEKK2mut PB1 HTS: 8.0; UBC9 SUMO inh: 4.8; MEKK2wt PB1 HTS: 105.0; IMP-1 inhibitor: -2.1

How did COCC(C)n1c(C)cc(C(=O)COC(=O)c2ccc3ncsc3c2)c1C (centres undefined) do in these assays?
M18AAP inhibitor: -6.9; FID counter: -18.8; HCV NS3 hel inh: -7.7; VIM-2 inh: -2.2; NALP1 yeast inh: -9.6; MEKK2mut PB1 HTS: 1.0; UBC9 SUMO inh: 5.1; MEKK2wt PB1 HTS: 104.0; IMP-1 inhibitor: -2.9

Results for O=C(CCS(=O)(=O)c1ccccc1Cl)NCCC1=CCCCC1 ?
M18AAP inhibitor: 1.0; FID counter: -17.9; HCV NS3 hel inh: -0.8; VIM-2 inh: -0.8; NALP1 yeast inh: 33.4; MEKK2mut PB1 HTS: 6.0; UBC9 SUMO inh: 10.3; MEKK2wt PB1 HTS: 103.0; IMP-1 inhibitor: -2.3

Results for Cc1ccc(S(=O)(=O)NNc2nc3ccccc3nc2C(F)(F)F)cc1 ?
M18AAP inhibitor: 0.1; FID counter: -3.4; HCV NS3 hel inh: 6.0; VIM-2 inh: -4.0; NALP1 yeast inh: 5.3; MEKK2mut PB1 HTS: 1.0; UBC9 SUMO inh: 17.2; MEKK2wt PB1 HTS: 106.0; IMP-1 inhibitor: -5.0

How did Cc1cnc(NC(=O)CCCc2nc3ccccc3s2)s1 do in these assays?
M18AAP inhibitor: 11.2; FID counter: -17.2; HCV NS3 hel inh: -2.6; VIM-2 inh: -2.6; NALP1 yeast inh: 1.6; MEKK2mut PB1 HTS: 9.0; UBC9 SUMO inh: -0.5; MEKK2wt PB1 HTS: 112.0; IMP-1 inhibitor: -0.4

How did CCCCN1CC(=O)N2Cc3[nH]c4ccccc4c3C[C@H]2C1=O do in these assays?
M18AAP inhibitor: -0.5; FID counter: -16.9; HCV NS3 hel inh: -6.3; VIM-2 inh: -2.5; NALP1 yeast inh: 25.2; MEKK2mut PB1 HTS: 2.0; UBC9 SUMO inh: -22.5; MEKK2wt PB1 HTS: 107.0; IMP-1 inhibitor: -0.9

Results for COC(=O)c1sc(=S)n(-c2ccccc2OC)c1N ?
M18AAP inhibitor: 4.2; FID counter: -2.4; HCV NS3 hel inh: -0.7; VIM-2 inh: -1.6; NALP1 yeast inh: 8.6; MEKK2mut PB1 HTS: -3.0; UBC9 SUMO inh: 22.0; MEKK2wt PB1 HTS: 97.0; IMP-1 inhibitor: -2.7
